Compound activity from PubChem BioAssay.
FXIa inh = human FXIa protease inhibitors, primary screen, biochemical, single compound per well; inhibition, % at 10 µM; purified human FXIa, fluorogenic AMC substrate cleavage; 0.3% of 33,000 active;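 active = inhibition above 40% in the primary screen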;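 note: 0% = enzyme without compound and 100% = blank wells lacking enzyme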
FXIIa single = human FXIIa protease inhibitors, primary screen, biochemical, single well | Coagulation factor XII (Homo sapiens), P00748 | purified human FXIIa, AMC substrate fluorescence, 2 h | inhibition, % at 10 µM | 0.2% of 33,000 active; in the data active = inhibition above about 30%;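 note: 0% = enzyme with vehicle only and 100% = no enzyme blank; many of its hits are not listed in these tables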
Target sequence (P00748 20-372 limits assumed): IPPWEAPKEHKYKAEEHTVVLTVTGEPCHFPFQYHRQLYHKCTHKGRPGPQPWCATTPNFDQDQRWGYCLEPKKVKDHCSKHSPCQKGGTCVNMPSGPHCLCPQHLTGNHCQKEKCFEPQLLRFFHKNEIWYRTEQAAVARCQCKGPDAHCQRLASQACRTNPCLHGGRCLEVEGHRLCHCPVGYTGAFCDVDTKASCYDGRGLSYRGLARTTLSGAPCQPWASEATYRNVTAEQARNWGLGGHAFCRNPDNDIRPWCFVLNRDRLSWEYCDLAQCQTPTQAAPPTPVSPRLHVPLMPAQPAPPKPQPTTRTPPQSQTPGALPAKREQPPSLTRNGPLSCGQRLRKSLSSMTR
Target sequence (P00748 373-615 limits assumed): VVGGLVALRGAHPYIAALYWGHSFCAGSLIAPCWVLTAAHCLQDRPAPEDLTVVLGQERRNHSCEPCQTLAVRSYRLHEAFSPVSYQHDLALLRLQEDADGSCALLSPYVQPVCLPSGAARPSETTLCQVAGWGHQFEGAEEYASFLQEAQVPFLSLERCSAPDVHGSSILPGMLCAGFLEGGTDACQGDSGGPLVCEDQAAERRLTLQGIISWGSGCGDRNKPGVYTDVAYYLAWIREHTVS
Starred values were filed as active, the others as inactive.

entry	FXIa inh	FXIIa single	canonical_smiles
1	-4	6	Cn1c(=O)c2c(SCC(=O)N3CCOCC3)nc(C3CC3)nc2n(C)c1=O
2	9	10	N#Cc1cc(-c2ccccc2)oc1NC(=O)c1ccccc1
3	-1	5	COc1ccc2c(Cl)c(C(=O)NCCCn3ccnc3)sc2c1
4	-4	15	COc1cc(OC)cc(-c2nc3ccccc3c(=O)o2)c1
5	0	5	COc1ccccc1C(=O)n1nc(-c2ccccc2)nc1NCc1ccco1
6	11	2	Cc1cc(=O)[nH]c(SCc2cccc(F)c2)n1
7	-3	5	CC(=O)Nc1ccc(NC(=O)C2CCN(c3c(Cc4ccccc4)c(C)nc4ncnn34)CC2)cc1
8	-4	12	COc1ccc(NS(=O)(=O)c2c(C)cc(C)cc2C)cc1
9	-11	4	COc1ccc(C)cc1NC(=O)CSc1nnc(CC(=O)Nc2ccccc2C)n1C
10	-2	1	O=c1c2cnn(-c3ccccc3Cl)c2ncn1Cc1cccnc1
11	4	4	Cc1ccc(CNC(=O)COc2ccc(S(=O)(=O)NC(C)C)cc2)cc1
12	2	-5	Cc1ccc(C(=O)Nc2cccnc2)cc1NC(=O)c1ccco1
13	8	5	O=C(CCc1nc2ccccc2c(=O)[nH]1)NCc1cccc(Cl)c1
14	-6	4	CC1(C)CC(O)(CNCc2ccc3c(c2)OCO3)CCO1 (stereo not given)
15	3	2	Cc1ccc(-n2cnc3scc(-c4cccs4)c3c2=O)cc1
16	5	1	CCCCN1C(=O)NC2NC(=O)NC21 (stereo not given)
17	2	5	O=C(Nc1ccccc1)N1CCOCC1
18	10	9	CSc1ncc(Cl)c(C(=O)Nc2nnc(SC/C=C/c3ccccc3)s2)n1
19	-1	3	Cc1ccc(NC2CC(=O)N(c3ccc(N4CCCCC4)cc3)C2=O)cc1 (stereo not given)
20	-7	6	CNC(=O)CC(=O)Nc1ccccc1C(=O)O
21	1	-1	Cn1c(Cc2cccc3ccccc23)nnc1SCC(=O)N1CCN(c2cccc(Cl)c2)CC1
22	0	7	Cn1c(SCC(=O)c2ccccc2)nnc1-c1ccc(O)cc1
23	5	9	CC(C)(C)C(=O)N(Cc1nc2ccccc2c(=O)[nH]1)Cc1cccs1
24	-6	-2	Cc1ccc(-c2noc(CCC(=O)N3CCCC3)n2)cc1
25	-5	5	COc1ccccc1-n1cnc2cc(C(=O)NC3CCCC3)ccc21
26	28	-18	Cc1ccc(-c2noc(CN3CCOCC3)n2)cc1
27	-1	5	CCOCc1nnc(NC(=O)c2ccco2)s1
28	-6	1	C=C(C)CSc1nnc2n(N)c(=O)c3ccccc3n12
29	12	3	Cc1cc(=O)oc2cc(OCC3CC(c4ccccc4)=NO3)ccc12 (stereo not given)
30	19	-11	O=C(Nc1ccncc1)c1ccc2c(c1)C(=O)N(C1CCCCC1)C2=O

(next part)
entry	FXIa inh	FXIIa single	canonical_smiles
31	10	5	COc1ccc(OC)c(-n2c(=S)[nH]c3cc(C(=O)NCCCN4CCCC4=O)ccc3c2=O)c1
32	1	4	CCSc1c(C(=O)NC)ccc2c1C(=O)c1ccccc1C2=O
33	6	2	CC(C)(C)c1ccc(CN(Cc2ccccc2)C(c2ccccn2)c2nnnn2C(C)(C)C)cc1 (stereo not given)
34	-4	5	O=c1oc(-c2cccs2)nc2sc3c(c12)CCCC3
35	4	7	CC(C)CCNS(=O)(=O)c1ccc(-c2ccc(S(=O)(=O)NCCC(C)C)cc2)cc1
36	6	4	COc1ccc(Nc2nc(=O)[nH]nc2C)cc1
37	4	2	O=C(NCCC(c1ccccc1)c1ccccc1)c1ccc(Br)o1
38	3	2	Cc1cc(Cl)ccc1OCC(=O)Nc1nc(-c2cccs2)cs1
39	1	1	COc1ccc(-c2cc(C(=O)NCCN3CCOCC3)c3ccccc3n2)cc1
40	-2	-16	CC1CC2(C)Oc3ccccc3C3OCC1(CO)C(C)C32 (stereo not given)
41	1	-1	CC(=O)Nc1ccc(NS(=O)(=O)Cc2ccccc2)cc1
42	-3	-1	C=C(C)COc1ccc(-c2[nH]ncc2-c2ccccc2)c(O)c1
43	-5	27	CCCOc1ccc(C(O)C(CN2CCOCC2)c2ccccc2)cc1 (stereo not given)
44	-3	3	Clc1cccc(CSc2ncn(-c3ccccc3)n2)c1
45	19	-12	CCOC(=O)/C(=C\c1ccc([N+](=O)[O-])o1)NC(=O)c1ccccc1
46	-6	7	CC1(C)CC(=O)C2=C(C1)OC(N)=C(C#N)C2c1cccc(OC(=O)c2ccco2)c1 (stereo not given)
47	4	12	CO/N=C/NC(=O)NOCc1ncc(C(F)(F)F)cc1Cl
48	3	1	Clc1ccc(CN(Cc2ccccc2)C(c2cccs2)c2nnnn2C2CCCC2)cc1 (stereo not given)
49	-10	2	Cc1ccc(S(=O)(=O)NNC(=S)Nc2ccccc2)cc1
50	3	9	O=C(CN1CCN(Cc2ccccc2F)C1=O)NCCc1ccc(Cl)cc1
51	-6	4	CCCn1c(=S)[nH]c2cc(C(=O)N3CCc4ccccc43)ccc2c1=O
52	6	3	CCOCCCn1c(SCC(=O)NC(C)C)nc2ccccc2c1=O
53	-11	0	CSc1ccccc1C(=O)Nc1ccc(C)c(C)c1
54	4	7	O=[N+]([O-])/C(=C\Nc1ccccc1)S(=O)(=O)c1ccccc1
55	-3	-13	CCOC(=O)C1C(=O)OC(C)(C)C1C(C)C(=O)c1ccc(OC)cc1 (stereo not given)
56	-3	28	COc1ccccc1NS(=O)(=O)c1ccc(NC(=O)c2nc3nc(C)cc(C(F)F)n3n2)cc1
57	8	6	CC(=O)Nc1cc(C(C)C)c(O)c(C(C)C)c1
58	3	8	Cc1nc2sc(C(c3cccs3)N3CCC4(CC3)OCCO4)c(O)n2n1 (stereo not given)
59	-3	7	Cc1ccc2[nH]c(=O)c(CN(Cc3ccco3)C(=O)c3cccs3)cc2c1
60	1	-17	COC(=O)C(NC(=O)c1ccco1)(Nc1nc(C)cs1)C(F)(F)F (stereo not given)

Ordered by number of heavy atoms (descending): part of the list above.
entry	FXIa inh	FXIIa single	canonical_smiles
7	-3	5	CC(=O)Nc1ccc(NC(=O)C2CCN(c3c(Cc4ccccc4)c(C)nc4ncnn34)CC2)cc1
33	6	2	CC(C)(C)c1ccc(CN(Cc2ccccc2)C(c2ccccn2)c2nnnn2C(C)(C)C)cc1 (stereo not given)
56	-3	28	COc1ccccc1NS(=O)(=O)c1ccc(NC(=O)c2nc3nc(C)cc(C(F)F)n3n2)cc1
48	3	1	Clc1ccc(CN(Cc2ccccc2)C(c2cccs2)c2nnnn2C2CCCC2)cc1 (stereo not given)
9	-11	4	COc1ccc(C)cc1NC(=O)CSc1nnc(CC(=O)Nc2ccccc2C)n1C
46	-6	7	CC1(C)CC(=O)C2=C(C1)OC(N)=C(C#N)C2c1cccc(OC(=O)c2ccco2)c1 (stereo not given)
39	1	1	COc1ccc(-c2cc(C(=O)NCCN3CCOCC3)c3ccccc3n2)cc1
5	0	5	COc1ccccc1C(=O)n1nc(-c2ccccc2)nc1NCc1ccco1
1	-4	6	Cn1c(=O)c2c(SCC(=O)N3CCOCC3)nc(C3CC3)nc2n(C)c1=O
30	19	-11	O=C(Nc1ccncc1)c1ccc2c(c1)C(=O)N(C1CCCCC1)C2=O
23	5	9	CC(C)(C)C(=O)N(Cc1nc2ccccc2c(=O)[nH]1)Cc1cccs1
37	4	2	O=C(NCCC(c1ccccc1)c1ccccc1)c1ccc(Br)o1
38	3	2	Cc1cc(Cl)ccc1OCC(=O)Nc1nc(-c2cccs2)cs1
2	9	10	N#Cc1cc(-c2ccccc2)oc1NC(=O)c1ccccc1
8	-4	12	COc1ccc(NS(=O)(=O)c2c(C)cc(C)cc2C)cc1
28	-6	1	C=C(C)CSc1nnc2n(N)c(=O)c3ccccc3n12
53	-11	0	CSc1ccccc1C(=O)Nc1ccc(C)c(C)c1
57	8	6	CC(=O)Nc1cc(C(C)C)c(O)c(C(C)C)c1
17	2	5	O=C(Nc1ccccc1)N1CCOCC1
16	5	1	CCCCN1C(=O)NC2NC(=O)NC21 (stereo not given)

Next results.
entry	FXIa inh	FXIIa single	canonical_smiles
61	3	5	Cc1cc(-c2nnco2)c(C)n1-c1ccc(F)cc1
62	5	6	CCC1CCCCN1C(=O)c1c(-c2ccccc2)noc1C (stereo not given)
63	4	1	O=C(Nc1ccc2c(c1)C(=O)N(CC1CCCO1)C2=O)c1ccc(Cl)c(Cl)c1 (stereo not given)
64	27	-16	CCC(C)NC(=O)CSC1=Nc2ccccc2C2=NC(c3ccccc3)C(=O)N12 (stereo not given)
65	-4	7	CCCC1S/C(=N/N=C/c2ccc(C)cc2)N(Cc2ccc(OC)cc2)C1=O (stereo not given)
66	-2	4	CCn1cc(C(=O)NC2CCCCCC2)c2cc(OC)c(OC)cc2c1=O
67	8	2	COCc1cc(=O)n2[nH]c(-c3ccc(C)cc3)cc2n1
68	7	3	O=C1Nc2cc(Cl)c(Cl)cc2N(O)N1c1cc(Cl)cc(Cl)c1
69	-4	4	COc1ccc(Cc2nnc(NC(=O)c3ccco3)s2)cc1
70	-3	6	Nc1nc(CSc2nnnn2-c2ccc(Cl)cc2)nc(N2CCOCC2)n1
71	9	5	O=C(CN(C(=O)c1ccc(Cl)cc1)N1C(=O)C2CCCCC2C1=O)c1ccc(Cl)cc1 (stereo not given)
72	3	9	N=c1sccn1CC(=O)NCCc1ccc(Cl)cc1Cl
73	-3	-2	CCn1cnc2cc(NS(=O)(=O)c3ccc(C)cc3)ccc21
74	-5	4	CC(=O)Nc1cc(C(F)(F)F)ccc1OCC1CCCO1 (stereo not given)
75	3	6	COc1ccc2occ(C(=O)c3ccc(N=C(C)N(C)C)cc3)c2c1
76	0	0	COC(=O)CCN(C(=O)c1cccc(OC(C)=O)c1)c1ccccn1
77	0	4	COc1ccccc1-c1nc(C#N)c(N2CCCCCC2)o1
78	-2	6	COc1ccc(OC)c(C2C(C(=O)c3ccc(C)o3)=C(O)C(=O)N2CCCN2CCOCC2)c1 (stereo not given)
79	-2	4	COc1ccccc1N1CCN(CCN2C(=O)CC(=C3c4ccccc4-c4ccccc43)C2=O)CC1
80	-9	7	O=C(NC1(C(F)(F)F)NC(=O)N(Cc2cccnc2)C1=O)c1ccccc1 (stereo not given)
81	9	10	CC(C)CCNC(=O)C1CCN(c2nnc(-n3cccc3)s2)CC1
82	-11	7	COC(=O)C1CCN(CC(N)=O)CC1
83	-2	4	CCCC(=O)Nn1cnc2c(c1=O)C1(CCCC1)Cc1ccccc1-2
84	-5	2	O=C(CCc1ccccc1)Nc1ccccc1C(=O)NCc1ccco1
85	4	5	CC(=O)NC1=NN(C(C)=O)C(C)(CS(=O)(=O)c2ccc(Cl)cc2)S1 (stereo not given)
86	29	-15	Cc1c(NC(=O)C(C)OC(=O)CNC(=O)c2ccccc2)c(=O)n(-c2ccccc2)n1C (stereo not given)
87	-4	-11	CCCNC(=O)c1c(N)n(-c2cccc(OC)c2)c2nc3ccccc3nc12
88	1	7	Cn1c(=O)c2ncn(CC(=O)NC3CCCCCC3)c2n(C)c1=O
89	-12	4	N#Cc1ccc(C(=O)NCC(c2ccco2)N2CCCC2)cc1 (stereo not given)
90	-4	4	CCn1ncc(Br)c1C(=O)NC(C)c1ccccc1 (stereo not given)

More results follow.
entry	FXIa inh	FXIIa single	canonical_smiles
91	-5	-3	Cc1ccc2nc(SCC(=O)c3ccc(Cl)s3)[nH]c2c1
92	-5	5	CN1C2C=C3C(C#N)=C(N)C(C#N)(C#N)[C@H](c4c(F)cccc4F)[C@H]3C1CC2 (stereo not given in full)
93	18	-16	O=C1C2(c3ccccc3)CN(CCO)CC1(c1ccccc1)CN(CCO)C2
94	10	6	COC(=O)c1cccc(S(=O)(=O)N(Cc2ccco2)Cc2cc3cc(OC)ccc3[nH]c2=O)c1
95	-12	7	CCN(CCC(=O)O)c1ccccc1
96	1	9	COc1ccc(-n2c(=S)[nH]c3ccccc32)cc1
97	-10	9	CCOC(=O)C(C)Oc1ccc2c(CC)cc(=O)oc2c1C (stereo not given)
98	4	9	CCCCCCOC(=O)Cc1c(C)nc(-c2ccccc2)[nH]c1=O
99	-1	18	CCCn1c(SCC(=O)NC(C)C23CC4CC(CC(C4)C2)C3)n[nH]c1=O (stereo not given)
100	-9	5	Cc1oc2c(c1C(=O)Nc1cccc3ccccc13)CCCC2
101	-2	-2	COc1ccc(C(=O)N(C(C)C)C(C)C)c(OC)c1
102	6	1	COc1ccc(Cl)cc1NC(=O)C(C)Sc1nncn1C (stereo not given)
103	1	1	CC(=O)NC1(c2cccc(F)c2)CCN(C(=O)Nc2ccc(C#N)cc2)CC1
104	1	5	Cc1ccccc1CSc1ncc(C#N)c(N)n1

Reformatted: results already given
54) O=[N+]([O-])/C(=C\Nc1ccccc1)S(=O)(=O)c1ccccc1
  FXIa inh: 4 | FXIIa single: 7
55) CCOC(=O)C1C(=O)OC(C)(C)C1C(C)C(=O)c1ccc(OC)cc1 (stereo not given)
  FXIa inh: -3 | FXIIa single: -13

These rows are one share of the data; the hit share may differ from the screen's.
